Screening data from PubChem.
RTF Ca sens act: increases calcium sensitivity of human cardiac regulated thin filaments. P19429+P45379. IANBD-labeled TnC RTF fluorescence at EC20 calcium; 0% EC20 calcium, 100% full calcium. activation, % at 7.2 µM. 340,000 tested, 0.24% active;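 active = activation above the mean over all tested compounds plus 3 SD, cut at about 30% in these data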;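 also: rise in fluorescence read as greater calcium sensitivity of cardiac thin filaments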
CDK5 p35 inh: CDK5/p35 (human) kinase inhibition | AID 488839 | Recombinant CDK5/p35, ADP-Glo luminescence, 60 min | Q00535+Q15078 | 330,000 tested, 0.01% active | inhibition, % at 10 µM;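 active = highest replicate inhibition of at least 50% and at least 75% of replicates reaching 50%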;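 also: plate controls were DMSO neutral control for no effect and GW8510 at 10 µM for full effect; many of its hits are not listed in these tables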
Target sequence (Q00535 whole entry, looked up): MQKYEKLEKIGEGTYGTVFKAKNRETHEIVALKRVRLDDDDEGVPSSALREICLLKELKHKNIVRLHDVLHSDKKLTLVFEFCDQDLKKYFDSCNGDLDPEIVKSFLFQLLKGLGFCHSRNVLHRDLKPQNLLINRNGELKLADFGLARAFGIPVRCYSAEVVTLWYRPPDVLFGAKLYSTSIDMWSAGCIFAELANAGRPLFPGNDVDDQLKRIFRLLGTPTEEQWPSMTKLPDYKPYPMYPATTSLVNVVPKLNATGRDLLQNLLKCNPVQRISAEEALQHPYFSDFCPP
Target sequence (Q15078 whole entry, looked up): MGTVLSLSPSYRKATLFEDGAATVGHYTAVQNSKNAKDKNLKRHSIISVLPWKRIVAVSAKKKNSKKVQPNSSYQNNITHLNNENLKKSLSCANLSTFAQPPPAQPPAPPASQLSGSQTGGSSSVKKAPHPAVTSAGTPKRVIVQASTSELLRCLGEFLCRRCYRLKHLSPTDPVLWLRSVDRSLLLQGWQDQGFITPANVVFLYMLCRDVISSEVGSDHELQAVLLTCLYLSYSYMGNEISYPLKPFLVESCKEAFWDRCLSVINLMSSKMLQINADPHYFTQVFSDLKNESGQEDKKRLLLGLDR
Rtt109 Vps75: inhibitors of Candida albicans Rtt109/Vps75 histone acetyltransferase; Q5AAJ8; purified Rtt109/Vps75, ThioGlo CoA-SH fluorescence, 4 h; inhibition, % at 34.9 µM; 330,000 tested, 0.16% active;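 active = inhibition of at least 50% in every replicate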
Target sequence (Q5AAJ8 whole entry, looked up): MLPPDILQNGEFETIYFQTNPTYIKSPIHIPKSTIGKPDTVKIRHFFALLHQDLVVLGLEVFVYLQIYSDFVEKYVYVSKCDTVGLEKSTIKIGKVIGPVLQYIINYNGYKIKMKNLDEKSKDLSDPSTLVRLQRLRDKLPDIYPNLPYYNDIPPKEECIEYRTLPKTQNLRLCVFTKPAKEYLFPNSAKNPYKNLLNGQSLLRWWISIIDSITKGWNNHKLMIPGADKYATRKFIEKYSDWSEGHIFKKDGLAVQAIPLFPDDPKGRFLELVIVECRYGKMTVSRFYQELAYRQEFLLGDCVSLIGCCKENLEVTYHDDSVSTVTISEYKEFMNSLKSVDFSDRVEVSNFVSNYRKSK
HTR5A ag ctr: activates human HTR5A in OPRM1-OPRD1 agonist counter-screen | P47898 | AID 504692 | HTR5A agonist assay, luminescence, cell-based | 340,000 tested, 0.61% active | activation, % at 9.3 µM; in the data active = activation mostly above about 9.5%, no sharp cut-off; inactive = mostly below about 7.6%;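 also: 0% = cells with vehicle only and 100% = reference agonist; strong numbers were not always called active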
PvdQ acylase: P. aeruginosa PvdQ acylase inhibition | purified PvdQ acylase, fluorescence plate reader | inhibition, % at 10 µM | 340,000 tested, 0.063% active; in the data active = inhibition above about 30%, passing the limit was not always enough;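 also: 0% = vehicle neutral wells and 100% = reference inhibitor wells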
SR-BI DiI inh: mouse SR-BI HDL lipid transfer inhibition | Q61009 | AID 488896 | inhibition, % at 12.5 µM | ldlA[mSR-BI] CHO cells, DiI-HDL uptake fluorescence, 3 h | 320,000 tested, 0.96% active;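 active = mean replicate inhibition of at least 70% and a set share of replicates each scoring 70 or more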;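 also: 0% = median of neutral control wells and 100% = median of positive control wells; values of inactives mirror those of a sister screen read the other way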
Wnt bcat act: Wnt/beta-catenin pathway activation. AID 743398. Wnt/beta-catenin reporter cell assay, activator, plate reader. activation, % at 9.35 µM. 300,000 tested, 1.2% active; in the data active = activation above about 30%, passing the limit was not always enough;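 also: 0% = neutral control wells and 100% = positive control wells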
dFosB act: activators of mouse delta FosB homodimer; 340,000 tested, 0.99% active; activation, % at 25 µM; purified delta FosB, TAMRA-CDK5 oligo fluorescence polarization; percent of positive-control signal above neutral wells;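 active = mean activation above about 17%, with every replicate also reaching it, limit read from the data, passing the limit was not always enough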;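 also: fluorescence polarization rise as delta FosB binds a TAMRA Cdk5 AP-1 oligo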
SR-BI DiI-HDL act: activators of SR-BI mediated HDL lipid uptake | 320,000 tested, 0.096% active | CHO ldlA[mSR-BI] cells, DiI-HDL uptake fluorescence, 3 h; 100 = double the neutral-control signal | activation, % at 12.5 µM;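 active = mean replicate activation of at least 60% and every replicate at or above 60%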;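 also: 0% = median plate neutral-control signal and 100% = twice that signal; values of inactives mirror those of a sister screen read the other way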
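Test system: SR-BI-overexpressing, LDLR-lacking CHO cells; Medium: Ham's F12 with 0.5% BSA, HEPES 25 mM, pH 7.4; Schedule: 3 h, 37 °C; Technique: bottom-read fluorescence, 550/595 nm.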
MITF TRPM1 HTS: MITF TRPM1 promoter activation in melanoma cells. SK-MEL-5 TRPM1-promoter luciferase, 24 h; % of positive control, neutral wells = 0. AID 588334. 300,000 tested, 0.75% active. activation, % at 12.5 µM;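 active = mean activation of at least 80% with every replicate also reaching 80%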;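 also: 0% = neutral control wells and 100% = parthenolide positive control wells; values of inactives mirror those of a sister screen read the other way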
* = called active by the depositor; x = no result given.

no.	Structure	RTF Ca sens act	CDK5 p35 inh	Rtt109 Vps75	HTR5A ag ctr	PvdQ acylase	SR-BI DiI inh	Wnt bcat act	dFosB act	SR-BI DiI-HDL act	MITF TRPM1 HTS
1	CC1CCCN(CCCNC(=O)CN2C(=O)COc3ccc(S(=O)(=O)N4CCOCC4)cc32)C1 (stereo not given)	-3.3	0.0	4.3	-3.7	0.2	-21.9	-1.5	-0.2	21.9	5.6
2	CCc1ccccc1NC(=O)C1CCCN(c2ncnc3onc(-c4ccc(F)cc4)c23)C1 (stereo not given)	-2.7	-0.3	-8.8	2.0	-9.0	x	0.2	-9.6	x	0.8
3	O=C(O)c1cccc(NS(=O)(=O)c2ccc3c4c(cccc24)C(=O)N3)c1	-2.8	-2.7	-4.3	6.5	-3.4	x	-0.2	-4.5	x	-8.2
4	Cc1ccc(CN2CC(C(=O)NC(c3nc4ccccc4[nH]3)C(C)C)CC2=O)cc1 (stereo not given)	1.7	-0.8	0.5	-4.2	-19.7	7.2	1.8	-8.3	-7.2	-5.1
5	Clc1cccc(Oc2cnns2)c1Cl	1.4	-5.7	0.2	4.0	8.6	6.7	x	-4.6	-6.7	6.7
6	CCOc1ccc(NC(=O)C2CCN(S(=O)(=O)c3ccc4c(c3)CC(C)N4C(C)=O)CC2)cc1 (stereo not given)	-5.9	0.0	13.6	0.1	1.1	-3.6	1.2	2.0	3.6	-1.4
7	NNC(=S)NC1CCCCCCCCCCC1	-3.4	0.6	7.1	2.8	-18.0	4.8	0.3	-11.6	-4.8	x
8	Cc1cn(CC(=O)NCC(C)c2ccccc2)c(=O)[nH]c1=O (stereo not given)	-4.5	-0.2	0.8	2.2	-9.3	-8.4	-6.1	-11.6	8.4	12.6
9	CC(=O)Nc1ccc(N/C=C(\C#N)S(=O)(=O)c2ccc(Cl)cc2)cc1	5.2	0.0	-3.9	-2.0	-11.0	-6.4	0.4	-3.5	6.4	-0.3
10	COc1ccc(-c2nnc3sc(COc4ccccc4)nn23)cc1	-2.0	1.6	10.4	-5.5	-15.3	-11.9	x	-19.5	11.9	-4.4
11	CCC(C)(C)C1CCC2(CC1)NC(=O)N(CC(=O)N(C)CC(=O)Nc1ccccc1C(F)(F)F)C2=O (stereo not given)	-1.9	-2.0	-9.9	-0.3	-9.2	53.0	-1.6	-16.1	-53.0	-10.3
12	CCS(=O)(=O)c1ccc(C(=O)NC2CC2)c(Cl)c1Cl	2.8	-6.8	-1.1	-2.0	17.3	-12.6	-1.3	3.8	12.6	-5.0
13	COc1cccc(NC(=O)CN(c2ccc3c(c2)OCO3)S(C)(=O)=O)c1	x	-1.7	-2.8	x	-20.1	-18.5	-0.8	3.1	18.5	1.0
14	CC1CCC(NS(=O)(=O)c2ccc(Cl)s2)CC1 (stereo not given)	2.2	0.9	-0.4	4.4	-10.4	-7.0	3.7	-4.3	7.0	-1.1
15	COc1cc(C(=O)Nc2nnc(C3CC3)s2)ccc1OCc1c(C)noc1C	-4.9	0.8	-3.1	0.6	-7.7	87.5*	0.7	-11.0	-87.5	-2.0
16	Cc1ccc(C)c(S(=O)(=O)Nc2ccc(S(=O)(=O)Nc3ncccn3)cc2)c1	5.5	-0.9	-3.7	-7.3	-17.0	-14.9	-2.0	-1.3	14.9	4.7
17	N#C/C(=C(/O)C(Cl)(Cl)Cl)c1nc2ccccc2[nH]1	2.9	1.0	6.3	-0.2	-5.2	x	20.5	-1.8	x	-7.8
18	NS(=O)(=O)c1cccc(NC(=O)COC(=O)/C=C/c2ccco2)c1	7.7	-4.7	3.2	-4.3	7.2	-13.4	-7.1	5.0	13.4	4.3
19	COc1ccc(NC(=O)Nc2nc(C)cc(C)n2)c(OC)c1	3.9	-3.0	-5.2	3.9	-14.8	22.7	-6.4	-0.6	-22.7	x
20	CCOC(=O)C1CCCN(Cc2cc(=O)oc3cc(C)c(C)cc23)C1 (stereo not given)	3.8	4.5	2.6	5.4	-7.9	16.5	-0.9	-11.3	-16.5	8.2
21	COc1ccc(CCNC(=O)COC(=O)/C=C/c2cc(OC)ccc2OC)cc1	4.1	0.3	-5.8	-1.9	-5.2	-2.7	-3.1	-6.2	2.7	-3.2
22	COc1ccc(-c2cc(CCCC(=O)NCc3ccccn3)no2)cc1	4.4	-0.1	0.4	2.5	-14.1	6.8	1.4	-9.2	-6.8	x
23	CC(C)c1ccc(NC2CCCN(C(=O)CSc3nncn3C)C2)cc1 (stereo not given)	2.1	0.5	12.9	-2.1	4.6	8.9	0.7	1.1	-8.9	-9.3
24	O=C(CCl)Nc1cccc(Oc2cnccn2)c1	0.3	0.2	-2.3	-4.8	-9.1	4.2	-4.2	-2.8	-4.2	-29.9
25	COc1ccc(Cc2[nH]n3c(=O)cc(C)nc3c2-c2ccccc2)cc1	-2.5	0.5	0.8	1.9	9.6	-5.0	-6.3	-1.3	5.0	-20.3
26	O=C(NC1CCCCC1)C(c1ccccc1)N(C(=O)Cc1ccsc1)c1ccccc1 (stereo not given)	-1.5	-2.1	-10.3	-0.9	-8.2	6.8	0.5	-4.0	-6.8	2.5
27	O=C(Nc1nnc(C2CC2)o1)c1ccc(S(=O)(=O)N2CCCCC2)cc1	4.6	0.2	-5.5	4.3	-2.0	-24.9	-7.8	-11.4	24.9	-4.3
28	Clc1ccc(/C=N/N2CCN(Cc3ccccc3Cl)CC2)cc1	-2.2	-1.3	x	-1.1	-6.5	3.0	-7.9	-2.5	-3.0	-9.2
29	CCCCCCCCNS(=O)(=O)CCNCCCC	-6.2	0.5	2.6	3.0	-5.4	-27.5	-1.0	-4.6	27.5	7.1
30	COc1ccc(NC(=O)c2sc(NC(=O)C3CC3)nc2C)cc1	-1.2	1.8	3.7	2.9	4.6	13.0	-0.3	7.6	-13.0	4.0
31	Cc1cc(C)n2nc(C(=O)OCC(=O)N(CC(C)C)CC(C)C)nc2n1	-2.7	3.2	-14.7	-1.6	-2.1	-2.1	-1.1	-1.9	2.1	-3.5
32	COc1ccc(CNC(=O)c2cccc(N(C)C)c2)cc1	4.6	-3.4	-9.0	2.0	-8.1	-28.3	x	-9.9	28.3	-13.4
33	CC1(C)OC(=O)C(=CNCC(O)c2ccccc2)C(=O)O1 (stereo not given)	5.8	1.1	-1.3	-0.6	-11.9	-6.0	x	0.5	6.0	-2.4
34	COc1ccc(C)cc1N/C(N)=N/c1nc(C)cc(C)n1	-0.5	-0.9	18.5	5.2	3.9	-1.3	-4.1	-3.6	1.3	-8.7
35	O=C(/C=C/c1ccc(Br)cc1)c1ccc(NC(=O)c2ccco2)cc1	4.5	0.7	5.3	-3.9	-7.0	23.8	x	13.4	-23.8	8.5
36	COc1ccc(COn2nnc3ccc(S(=O)(=O)N4CCOCC4)cc32)cc1F	6.6	2.8	-0.8	1.5	-9.8	61.6	-1.6	-8.2	-61.6	-5.8

Two compounds from above, reduced to SR-BI DiI inh and Rtt109 Vps75.
cpd | SMILES | SR-BI DiI inh | Rtt109 Vps75
26 | O=C(NC1CCCCC1)C(c1ccccc1)N(C(=O)Cc1ccsc1)c1ccccc1 (stereo not given) | 6.8 | -10.3
27 | O=C(Nc1nnc(C2CC2)o1)c1ccc(S(=O)(=O)N2CCCCC2)cc1 | -24.9 | -5.5

Next part:
no.	Structure	RTF Ca sens act	CDK5 p35 inh	Rtt109 Vps75	HTR5A ag ctr	PvdQ acylase	SR-BI DiI inh	Wnt bcat act	dFosB act	SR-BI DiI-HDL act	MITF TRPM1 HTS
37	Cn1c(-c2ccccc2)c[n+]2c1-c1ccccc1C2	1.4	0.4	2.5	1.6	-13.8	-15.1	7.5	-3.5	15.1	-6.8
38	CCC(C(=O)NCCN1CCOCC1)n1c2ccccc2c2nc(=O)cc(C)n21 (stereo not given)	-1.2	0.1	-1.3	4.0	-2.1	-9.0	1.2	2.8	9.0	0.4
39	COc1ccc(CC(=O)N2CCN(C(=O)Cc3ccc(OC)cc3)CC2)cc1	-7.3	1.0	-36.7	-1.2	-24.7	-7.8	-6.9	-4.2	7.8	-2.8
40	CCN(C(=O)COC(=O)c1cc(S(=O)(=O)N(C)C)ccc1Cl)C1CCS(=O)(=O)C1 (stereo not given)	-6.7	0.7	1.7	-5.7	0.6	18.7	-0.9	1.3	-18.7	0.9
41	CN(C)CCCNC(=O)c1ccc(-c2cc(O)c3ncccc3c2)cc1	-3.3	-2.1	6.1	-1.7	10.7	-7.2	-4.9	45.7*	7.2	2.6
42	CCOC(=O)c1ccc[n+](CC(=O)c2ccc(NC(=O)c3ccccc3)cc2)c1	6.4	0.7	1.5	2.9	-10.6	7.0	-0.3	-22.9	-7.0	7.1
43	COc1ccc(CCNC(=O)COC(=O)c2cc3ccccc3oc2=O)cc1OC	3.2	-0.1	-0.4	-4.2	-8.2	-2.9	-0.5	-3.0	2.9	-13.4
44	Cc1ccc(NC(=O)CN2C(=O)N/C(=C/c3cc(C)n(-c4ccc(C(=O)O)cc4)c3C)C2=O)cc1	-0.4	-2.5	-6.9	1.0	-8.4	-3.6	-16.5	-15.8	3.6	-8.2
45	CCCCN(C(=O)C1CCCC1)C1CCS(=O)(=O)C1 (stereo not given)	-2.8	1.1	40.0	7.4	8.8	-26.0	0.2	-1.2	26.0	0.8
46	CSc1nsc(SCC(=O)Nc2c(C)n(C)n(-c3ccccc3)c2=O)n1	0.6	-0.9	-0.1	3.0	-11.7	-9.2	-1.0	-5.7	9.2	3.6
47	COCCCNC(=S)N(Cc1cccnc1)Cc1ccc(OC)c(OC)c1	-2.2	-0.5	-3.2	3.1	7.4	-32.4	-3.7	-1.3	32.4	8.5
48	O=C(NC1(Cc2ccc(O)cc2)CCCCC1)c1ccccc1	-1.8	0.0	0.0	9.3	6.0	4.6	0.0	-13.8	-4.6	11.6
49	Cc1cc(/C=C2\SC(=O)N(C)C2=O)c(C)n1-c1ccc(O)cc1	-6.2	-0.3	-9.7	0.9	3.4	-0.9	-4.2	-6.4	0.9	8.4
50	Cc1cc(C)c(S(=O)(=O)Nc2ccc(O)cc2)cc1C	-1.8	-1.1	5.5	8.0	-5.5	-18.4	x	5.5	18.4	x
51	COc1ccc(-c2cc(C)no2)cc1S(=O)(=O)NCc1cccc(C)c1	-5.6	0.1	-0.4	4.1	-6.2	16.3	-2.3	-12.7	-16.3	5.1
52	O=C1OC2(CCCCC2)OC(=O)C1=CNc1nccs1	4.0	-1.7	19.5	-1.5	-2.8	-13.8	x	-0.9	13.8	1.0
53	CC(=O)Nc1cccc(OCC(=O)NS(=O)(=O)c2ccc(Cl)cc2)c1	-0.4	0.8	-1.1	1.6	-8.0	-23.4	x	-5.0	23.4	-1.9
54	O=S(=O)(Nc1ccccc1Cl)c1cccc2nsnc12	0.2	1.7	-0.9	0.0	16.5	-0.8	-0.4	-2.6	0.8	x
55	O=C(O)c1ccc(N/N=C/C2=Cc3ccccc3OC2)cc1	-7.6	-3.1	27.5	-1.9	5.2	x	41.1*	2.1	x	137.7*
56	Cc1cc(=O)oc2c3c(cc(OCC(=O)N[C@@H](Cc4ccccc4)C(=O)O)c12)OC(C)(C)CC3	-2.9	2.3	-6.0	1.6	-1.7	-4.8	-0.9	-5.5	4.8	x
